# Source: PubChem BioAssay (National Center for Advancing Translational Sciences (NCATS))
# Tb PFK block = blocks T. brucei phosphofructokinase. T. brucei PFK, ADP-Glo luminescence. Potency, µM (highest dose often 57.5 µM), for inactives: at the top dose activity, negative = inhibition, actives largely listed as inhibitors. 330,000 compounds, 0.17% hits;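 note: potency is the fitted concentration of half-maximal effect; 0% = uninhibited 1x PFK enzyme wells and -100% = no-enzyme wells; nearly all actives have a fitted effect of over 60% in size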
#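 PFK 1.25 nM, F6P 0.5 mM, ATP 0.1 mM, 0.1 M TEA pH 8.0, 5 mM MgCl2, 0.01% Tween20, 0.1% BSA; 45 min RT. ADP-Glo readout. qHTS titration up to 57 uM; curves fitted, compounds curve-classed.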
# PKM2 act = increases activity of human pyruvate kinase M2. purified PKM2, Kinase-Glo ATP luminescence, activation; response scale: 0% is enzyme alone, no compound. Potency, µM (highest dose often 57.5 µM), for the others: top-dose activation, most hits filed as activators. 260,000 compounds, 0.34% hits. AID 1631; note: potency is the fitted concentration of half-maximal effect; % is set by controls: 0 for no effect and ±100 for the full control effect; nearly all actives have a fitted effect of over 55% in size
#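 Purified hPK-M2 (>95% pure) converted ADP (0.1 mM final) to ATP with 0.5 mM PEP in 50 mM imidazole pH7.2, KCl, MgCl2, Tween 20, BSA; 1 h at room temperature. ATP detected by Kinase-Glo luminescence.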
# B2AR arrestin = agonists driving beta-arrestin recruitment to human beta2-adrenergic receptor; P07550; beta-arrestin recruitment to beta2AR, cell-based reporter; Potency, µM (highest dose often 46.1 µM), for the others: at the top dose activation, most hits filed as activators; 330,000 compounds, 0.02% hits; AID 492947;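 note: potency is the fitted concentration of half-maximal effect; 0% = DMSO controls and full agonism = EC100 isoproterenol or metaproterenol; nearly all actives have a fitted effect of over 65% in size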
# GALK inh = inhibitors of human galactokinase; Potency, µM (doses to about 57.5 µM), inactives show at the top dose activity change, negative = inhibition, hits mostly inhibitors; Purified GALK, Kinase-Glo residual ATP luminescence; P51570; 270,000 compounds, 0.007% hits; AID 1868; note: potency is the fitted concentration of half-maximal effect; % is set by controls: 0 for no effect and ±100 for the full control effect
#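 Luminescence from leftover ATP (Ultra-Glo luciferase/luciferin) served as read-out after a 1 h room-temperature reaction of 5 nM GALK with 35 uM ATP and 100 uM galactose.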
# ASM inhibitor = human S-ASM enzyme inhibition; P17405; placental ASM, HMU-PC fluorogenic substrate, 60 min; Potency, µM (titrated, usually from 57.5 µM), for inactives: at the top dose activity change, negative = inhibition, actives largely listed as inhibitors; 340,000 compounds, 0.006% hits; note: potency is the fitted concentration of half-maximal effect
#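 Fluorogenic HMU-PC substrate (9 uM final) is turned over by placental ASM in 60 min at 37 C after a 10 min compound preincubation. Reaction ended by alkaline stop (pH 10), with fluorescence read at 386/447 nm.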
# Giardia kill = kills Giardia lamblia. Giardia lamblia trophozoite viability. activity change, % at 7.66 µM, hits read low. 340,000 compounds, 0.15% hits. AID 540267; in the data active = activity change below about -80%; inconclusive = between about -30% and that limit;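 note: parasites exposed to compound for two days anaerobically before the ATP read; % is set by controls: 0 for no effect and ±100 for the full control effect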
#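 Media and compound were dispensed first, then trophozoites at 100 cells/well; plates sat 48 hrs at 37 deg C without oxygen before ATP luminescence reagent was added and read after 15-30 min at room temperature.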
# Menin MLL FP TR = inhibitors of human menin-MLL interaction, mutant MLL peptide; O00255; Menin + Texas Red MLL mutant peptide, fluorescence polarization; Potency, µM (top dose mostly 61.6 µM), without a hit: at the top dose FP activity change, negative = inhibition, most hits filed as inhibitors; 270,000 compounds, 0.23% hits; AID 1768; active = well fitted inhibition curve with a large enough effect in the polarisation, with a control signal flat, not every such curve was filed as active; inconclusive = small, poorly fitted or top-dose-only effect, or effect the other way, or a change in a side signal; inactive = no such curve, though single readings can be large or run the other way; the % refers to the polarisation; note: potency is the fitted concentration of half-maximal effect; % of control where 0% means no effect; many of its hits are not listed in these tables
# Target sequence (O00255 whole entry, looked up): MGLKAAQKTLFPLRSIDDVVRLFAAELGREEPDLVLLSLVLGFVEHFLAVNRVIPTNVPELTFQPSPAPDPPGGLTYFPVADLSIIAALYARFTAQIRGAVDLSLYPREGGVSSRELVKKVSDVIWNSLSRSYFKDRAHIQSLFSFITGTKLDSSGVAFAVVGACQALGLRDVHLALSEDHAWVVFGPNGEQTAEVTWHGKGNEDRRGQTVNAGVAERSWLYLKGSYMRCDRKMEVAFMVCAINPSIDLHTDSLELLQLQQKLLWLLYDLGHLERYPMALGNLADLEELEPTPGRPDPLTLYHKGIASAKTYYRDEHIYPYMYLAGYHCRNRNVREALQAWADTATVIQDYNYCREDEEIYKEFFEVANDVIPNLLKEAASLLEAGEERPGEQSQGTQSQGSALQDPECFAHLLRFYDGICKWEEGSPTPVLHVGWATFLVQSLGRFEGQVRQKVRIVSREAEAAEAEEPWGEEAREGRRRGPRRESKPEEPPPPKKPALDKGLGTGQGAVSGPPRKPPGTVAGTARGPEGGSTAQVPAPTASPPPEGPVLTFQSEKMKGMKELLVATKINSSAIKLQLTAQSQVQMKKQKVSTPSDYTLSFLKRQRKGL
# Coupling enz = counter-screen for Giardia aldolase inhibitors: coupling enzyme system | coupling enzyme system counterscreen, AmpLite Red fluorescence | 290,000 compounds, 0.67% hits | AID 2472 | activity change, negative = inhibition, % at 58.2 µM, hits read low; in the data active = activity change below about -30%; note: % is set by controls: 0 for no effect and ±100 for the full control effect
#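 Compounds tested against the coupling enzymes alone at 57.5 uM final; readout was AmpLite Red fluorescence (525/598 nm) after 20 min at RT.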
# Chronic BCR inh = inhibitors of chronic active B-cell receptor signaling; 340,000 compounds, 0.05% hits; AID 493014; ABC-DLBCL IkBa-CBG/CBR reporter, luminescence ratio, 4 h; Potency, µM (titrated, usually from 46.1 µM), for inactives: at the highest dose ratio change, negative = lower green/red ratio, usual class: inhibitors; active = well fitted inhibition curve with a large enough effect in the signal ratio, with a control signal flat, not every such curve was filed as active; inconclusive = small, poorly fitted or top-dose-only effect, or effect the other way, or a change in a side signal; the % refers to the signal ratio;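 note: potency is the fitted concentration of half-maximal effect; plate controls were basal doxycycline-induced cells for no effect and cells given 10 µM MG132 for full effect; MG132 reads +100%, hits lower the ratio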
#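 TMD8 ABC-DLBCL cells carrying doxycycline-inducible green luciferase fused to IkappaBalpha plus unfused red luciferase were exposed to compounds (up to 46 uM) for 4 hrs at 37C. Activity came from the overlap-corrected green/red luminescence ratio.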
# TSG101-PTAP inh = blocks PTAP/TSG101 interaction to inhibit HIV-1 budding | 340,000 tested, under 10 active | AID 493005 | Potency, µM (series often up to 115 µM), for inactives: top-dose activity change, negative = inhibition, usual class: inhibitors | Fluorescence polarization, FITC-PTAP peptide / Tsg101 binding; active = well fitted inhibition curve with a large enough effect in the main read-out, with a control signal flat, not every such curve was filed as active; inconclusive = small, poorly fitted or top-dose-only effect, or effect the other way, or a change in a side signal; inactive = no such curve, though single readings can be large or run the other way; note: potency is the fitted concentration of half-maximal effect; % of control where 0% means no effect
# Target sequence (Q99816 whole entry, looked up): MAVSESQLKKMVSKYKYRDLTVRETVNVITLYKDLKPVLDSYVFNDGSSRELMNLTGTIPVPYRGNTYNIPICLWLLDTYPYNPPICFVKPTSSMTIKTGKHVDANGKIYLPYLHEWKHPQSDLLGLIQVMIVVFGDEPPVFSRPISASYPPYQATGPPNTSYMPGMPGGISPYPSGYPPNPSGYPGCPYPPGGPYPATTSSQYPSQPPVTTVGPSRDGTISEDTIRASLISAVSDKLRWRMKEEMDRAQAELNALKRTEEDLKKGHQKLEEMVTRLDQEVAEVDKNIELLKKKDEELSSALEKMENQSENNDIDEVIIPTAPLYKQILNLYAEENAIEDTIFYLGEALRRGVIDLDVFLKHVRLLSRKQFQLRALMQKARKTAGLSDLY
#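 Tsg101 binding domain (10 uM final) was mixed with compound and a FITC-labeled PTAP peptide (50 nM final) in HEPES pH 7.5 buffer with NaCl, Tween 20, EDTA and TCEP; fluorescence polarization was read after 20 min at r.t.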
# Integrin act MD = integrin-mediated muscular dystrophy alleviation activation; AID 624291; 350,000 compounds, 0.064% hits; Potency, µM (top dose mostly 38.3 µM), for inactives: at the top dose activation, actives largely listed as activators; alpha7betagal myoblasts, beta-gal FDG fluorescence, 48 h;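 note: potency is the fitted concentration of half-maximal effect; 100% = response of the positive control SU9516; nearly all actives have a fitted effect of over 60% in size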
#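 Alpha7betagal+/- myoblasts (passage 13) were plated 16-24 hr, then exposed to compounds (1:260 dilution of DMSO stock) for 48 hours at 37C. After MPER lysis, β-galactosidase reporter activity was read as FDG fluorescence (ex 480/em 540) after 30 minutes.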
# Numbers without * were called inactive; ? = inconclusive; . = not tested or not shown; & = joins results of further samples; [ ] = remark or other dose. Unless noted, calls come from the whole dose curve; as a rule, active = well fitted curve in the direction sought with a large enough effect; inconclusive = small, poorly fitted or top-dose-only effect, or another doubt; inactive = no such curve, though single readings can be large; an effect the other way counts as inactive or inconclusive. This is a subset; the hit share may differ from the screen's.
SMILES,Tb PFK block,PKM2 act,B2AR arrestin,GALK inh,ASM inhibitor,Giardia kill,Menin MLL FP TR,Coupling enz,Chronic BCR inh,TSG101-PTAP inh,Integrin act MD
Cc1cc(C)n(-c2c(F)c(F)c(CN3CCCCC3)c(F)c2F)n1,-0.3%,0.4%,-0.4%,-0.5%,2.3%,-16.8,-10.1%,2.3,?,-4.6%,6.9%
N#Cc1ccsc1NC(=O)CCS(=O)(=O)c1ccccc1,2.5%,-0.3%,0.0%,-0.5%,0.2%,2.1,.,.,5.2%,-3.4%,-47.7%[inhibitor]
CCc1ccc(-n2c(Cc3ccccc3)n[nH]c2=S)cc1,0.4%,-1.7%,3.4%,-1.1%,-6.3%,16.0,-21.5%,3.7,-9.8%,-1.9%,8.9%
COC(=O)Cn1c(=NC(=O)c2nc3ccccc3s2)sc2cc(S(C)(=O)=O)ccc21,-0.2%,2.4%,-0.5%,-4.8%,.,.,31.4%[activator],0.5,?,.,.
Cc1ccc(NC(=O)COC(=O)c2ccc(CN3CCCC3=O)cc2)cc1C,0.0%,.,-0.1%,.,-0.2%,2.1,.,.,1.1%,-5.3%,-10.8%
COc1ccc2c3n([n+]([O-])c2c1)CCN=C3c1ccc(Cl)cc1,-9.4%,.,0.1%,.,4.7%,?,.,.,-6.8%,-4.6%,-2.1%
Cc1ccccc1C(=O)c1cccn1CC(=O)NCc1ccccc1Cl,-6.8%,.,-0.2%,1.1%,-1.3%,0.3,?,-0.2,-0.4%,-7.7%,-7.4%
CCC(OC(=O)c1nsc(Cl)c1Cl)C(=O)NC(C)(C)CC (centres undefined),?,?,-1.4%,1.8%,-2.5%,-7.9,-13.0%,1.5,?,-0.5%,-332.3%[inhibitor]
Cc1cc(C)c2[nH]c(=O)c(C(c3nnnn3CC3CCCO3)N3CCC(C)CC3)cc2c1 (centres undefined),-0.6%,3.3%,0.0%,-1.9%,4.6%,4.1,-19.9%,-4.4,7.1%,-4.0%,-11.9%
COC(=O)CCC(=O)Nc1ccc(S(=O)(=O)N2CCCCCC2)cc1,3.2%,-4.9%,-0.2%,2.6%,-0.7%,23.1,4.9%,4.1,?,-5.1%,16.2%
CCn1ncc(Br)c1C(=O)Nc1ccc(OC(F)(F)F)cc1,9.3%,.,0.1%,3.6%,-10.1%,31.6[activator],7.0%,0.5,?,-1.2%,4.8%
O=C(Cn1cnc2c(nc3n2CCCCC3)c1=O)Nc1cccc(C(F)(F)F)c1,-4.6%,.,-0.2%,3.9%,3.4%,-11.4,6.8%,3.7,-10.0%,-9.7%,0.3%
Cc1c(NC(=S)NC(=O)COc2ccccc2)c(=O)n(-c2ccccc2)n1C,0.5%,-3.6%,-1.2%,6.4%,4.6%,-18.1,0.0%,2.8,-5.4%,3.6%,11.2%
CC1CCCCN1Cc1ccc(N)cc1 (centres undefined),-3.1%,-3.5%,-0.2%,1.1%,1.2%,1.4,-6.8%,0.4,-2.0%,-2.0%,-6.5%
CCNC(=O)Nc1cc2nc(C)n(Cc3ccc(Br)cc3)c2nc1C,1.0%,-2.6%,0.4%,3.4%,0.1%,-20.9,-7.8%,3.8,-1.1%,-10.2%,-22.3%
COCCNC(=O)c1ccc(N(C)S(=O)(=O)c2ccc(OC)c(OC)c2)cc1,2.3%,-7.2%,0.2%,-4.4%,0.5%,12.6,0.9%,5.3,-3.1%,-3.3%,6.3%
CCOc1ccccc1N=C1NC(=O)CS1,0.2%,-1.6%,0.0%,-2.9%,1.3%,-13.3,10.1%,1.9,5.8%,4.3%,-13.8%
Cn1c(=O)[nH]c(=O)c2c1nc(CN1CCN(c3ccc(F)cc3)CC1)n2CCCc1ccccc1,-0.3%,-0.1%,0.4%,0.9%,-12.2%,7.9,-24.1%,4.1,-2.7%,.,12.0%
Cc1ccc(C)c(COC(=O)c2cc(S(=O)(=O)N3CCCCC3)ccc2N2CCOCC2)c1,0.0%,.,-0.1%,.,-1.0%,-3.9,.,.,-0.5%,-0.6%,-18.4%
CN(CC(=O)Nc1cccc(F)c1)C(=O)C1CC(=O)N(CCc2ccccc2)C1 (centres undefined),-0.9%,.,-0.2%,.,0.3%,-15.6,.,.,0.2%,-4.0%,-7.1%
Clc1ccc2nsnc2c1NC1=NCCN1,-7.0%,.,-0.1%,.,-4.7%&12.9%,0.2&4.7,10.5%&1.6%,2.4,-12.6%,-0.2%&1.4%,.
O=C1OCCC1Sc1nnc(-c2ccc3c(c2)OCO3)n1-c1ccccc1 (centres undefined),0.1%,-1.4%,-0.6%,5.8%,-2.7%,9.6,-15.6%,0.8,2.9%,-6.0%,16.6%
CC(=O)N1CCN(c2ccc(NCc3cccc(C)c3)cc2)CC1,-2.6%,.,-0.9%,.,-1.7%,6.5,.,.,0.6%,1.2%,.
CCOc1ccc(N(CC(=O)NCCCOC)S(C)(=O)=O)cc1,1.4%,1.1%,-0.8%,6.3%,0.9%,18.4,-0.3%,0.3,-0.1%,-1.5%,26.4%
CCC(=O)N1CCc2cc(S(=O)(=O)CCC(=O)N3CCN(c4ccc(F)cc4)CC3)ccc21,-5.1%,6.1%[0.46 µM],-0.8%,-2.0%,1.8%,-4.9,-24.3%,6.3,1.5%,-5.4%,-2.1%
SMILES,Tb PFK block,PKM2 act,B2AR arrestin,GALK inh,ASM inhibitor,Giardia kill,Menin MLL FP TR,Coupling enz,Chronic BCR inh,TSG101-PTAP inh,Integrin act MD
O=C(Cc1cccs1)N1CCCC(c2nc(-c3ccc(S(=O)(=O)N4CCCC4)cc3)no2)C1 (centres undefined),-3.0%,-0.9%,-0.4%,7.9%,-1.2%,-9.4,1.0%,7.6,0.7%,-2.8%,-17.6%
COC(=O)C1=C(NC(=O)c2ccc(C)c(C)c2)CCS1,-0.8%,-1.5%,0.2%,2.9%,67.2%,0.8,-17.0%,4.3,5.6%,-4.7%,-1.6%[7.66 µM]
COc1ccccc1C(CNC(=O)C(C)Oc1ccc(Br)cc1)N1CCCC1 (centres undefined),0.0%,.,-0.1%,.,-0.5%,-2.1,.,.,1.5%,-2.9%,-7.9%
O=C(NCCc1ccc(Cl)cc1)C1(c2ccccc2)CC1,-0.8%,3.2%,-0.5%,-2.2%,-0.5%,12.1,.,.,-0.5%,-3.6%,26.0%
O=C(NC1CCCN(Cc2ccccc2F)C1)c1cccc(N2CCCC2=O)c1 (centres undefined),0.2%,-2.4%,-0.2%,1.7%,-1.7%,6.0,.,.,-6.2%,-0.8%,-16.7%
O=C(COc1ccccc1)NC1=NCCS1,3.2%,4.4%,-0.2%,0.1%,0.5%,11.0,-1.8%,1.7,?,-6.0%,-5.4%
CC(=O)N1c2ccc(S(=O)(=O)N3CCC(C(=O)NCc4ccc(C)cc4)CC3)cc2CC1C (centres undefined),-1.2%,.,-0.6%,1.2%,0.4%,10.0,.,.,-13.6%,-3.6%,0.0%
O=C(Cc1ccccc1F)Nc1ccc(S(=O)(=O)N2CCCCC2)cc1,-18.4%,1.3%,0.5%,1.2%,0.5%,-1.2,.,.,-5.5%,1.3%,14.7%
O=C(CCc1ccccc1)NNC(=O)c1cccc(F)c1,-5.5%,2.7%,-0.7%,1.4%,3.1%,5.4,-12.0%,-1.3,?,0.2%,12.1%
CC(CC1C(C#N)=C(N)SC(N)=C1C#N)c1ccccc1 (centres undefined),-11.2%,2.3%,-1.5%,1.1%,-1.8%,-7.3,5.2%[11.7 µM],-1.0,4.2%,3.3%,-20.1%
Cc1ccc(Cl)c(Cn2cnc3c(cnn3C(C)(C)C)c2=O)c1F,-9.6%,.,-1.3%,.,2.2%,6.2&-4.4,.,.,?,.,.
O=c1oc2ccccc2c(Nc2ccc3ncccc3c2)c1[N+](=O)[O-],-0.6%,-2.2%,0.2%,-1.5%,-2.6%,15.7,18.6%,-2.4,3.0%,-1.5%,-16.2%
CCN(CC)c1ncc(C#N)c(N)n1,3.2%,2.4%,-1.1%,-2.2%,-3.2%,13.4,.,-0.9,-1.1%,-1.3%,-26.5%
Cc1nc(NC(=O)CN(C)S(=O)(=O)c2ccc(Br)cc2)sc1C,1.4%,-0.3%,0.1%,3.3%,3.2%,9.6,7.8%,-0.6,-0.6%,-3.0%,5.7%
CCCCOCCCNC(=O)c1ccccc1OCC,0.6%,-0.5%,-0.1%,-2.2%,3.9%,9.1,8.3%,3.7,?,-2.2%,-5.3%
Cc1ccc(NC(=O)Nc2cnccn2)cc1Cl,-0.4%,0.0%,0.3%,-0.3%,0.2%,4.6,?,2.3,13.8%,-0.1%,38.6%
Cc1cc(=O)oc2ccc(OC(=O)CN3C(=O)c4cccc([N+](=O)[O-])c4C3=O)cc12,3.7%,13.3%,-0.6%,0.9%,11.8%,8.7,-13.6%,0.1,-6.5%,?,8.3%
COc1cc(/C=N/n2cc(-c3ccccc3)[nH]c2=S)cc(OC)c1O,-16.0%,-2.7%,-0.2%,0.7%,21.3%,-14.0,.,-3.0,9.8%,-1.9%,14.1%
